MLLE-PAM2 inh = inhibitors of microRNA-mediated deadenylation, human PABP1 MLLE binding | GST-MLLE / FITC-PAM2 fluorescence polarization | actives 0.36% (n = 360,000) | inhibition, % at 20 µM; in the data active = inhibition above about 35%, passing the limit was not always enough;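 also: plate controls were DMSO wells with GST-MLLE for no effect and wells lacking GST-MLLE protein for full effect; some results filed as inactive read as strong as hits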
FAS-TE inh = FAS thioesterase (human) inhibition. P49327. recombinant FAS-TE, OMFH fluorogenic substrate, fluorescence endpoint. inhibition, % at 15 µM. actives 0.67% (n = 360,000). AID 602261;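 active = compounds whose normalised, plate-corrected inhibition of enzyme fluorescence in the single-dose primary screen is 50% or more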;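 also: 0% = DMSO with enzyme and 100% = substrate without enzyme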
Tb MetRS inh = Trypanosoma brucei MetRS inhibition. actives 0.4% (n = 360,000). purified T. brucei MetRS, ATP depletion, Kinase-Glo luminescence. inhibition, % at 11.9 µM. AID 624268;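 active = inhibition above a per-plate cutoff of the control wells' mean inhibition plus 3 SD, cut at about 5.5% in these data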;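 also: 0% = DMSO wells median and 100% = median of wells with control inhibitor compound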
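Material – parasite MetRS enzyme · Medium – HEPES-MgCl2-KCl buffer plus DTT, spermine, BSA, pyrophosphatase · Reagent – ATP, methionine and E. coli bulk tRNA substrates · Times – 15 min enzyme-compound preincubation, 2 h reaction, 10 min detection, 25 °C · Measured by – luminescence of leftover ATP · Evaluation – percent inhibition relative to median high and low control wells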
eLon inh = E. coli protease La inhibition; P0A9M0; purified E. coli Lon protease, fluorescence polarization; actives 0.42% (n = 360,000); AID 602123; inhibition, % at 7.94 µM; in the data active = inhibition above about 13%, passing the limit was not always enough;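 also: 0% = enzyme with probe and DMSO and 100% = no enzyme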
MT1-MMP act inh = blocks activation of human MT1-MMP; P50281; HT1080 RFP-PRO-GFP cells, GFP/RFP ratio fluorescence, overnight; percent of plate control window, DMSO zero; GFP/RFP ratio change, % at 20 µM; actives 0.061% (n = 360,000); AID 651647;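 active = GFP/RFP ratio change of at least 30% with cell ATP level not reduced by more than half and red fluorescence within 50% of control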; also: strong numbers were not always called active
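Assay system: RFP-PRO-GFP reporter HT1080 cells; read-out basis: GFP/RFP fluorescence ratio; benchmarks: DMSO wells and RFP-L50D-GFP cells; doses: 20 µM single dose, 1% DMSO; schedule: overnight cell settling, then overnight compound exposure, 37 °C, 5% CO2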
MsrA inh = bovine MsrA inhibition; purified bovine MsrA, absorbance read-out; inhibition, % at 15.5 µM; actives 0.75% (n = 360,000); in the data active = inhibition above about 4.5%;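 also: 0% = vehicle wells with enzyme and 100% = reference inhibitor wells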
CendR NRP1 mod = modulators of CendR peptide binding to human neuropilin-1 | O14786 | FAM-RPARPAR peptide binding to NRP-1, fluorescence polarization | inhibition, % at 25 µM | actives 0.85% (n = 360,000);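 active = inhibition or corrected inhibition above about 18%, plus a signal ratio from 0.5 to 1.5, limit read from the data, passing the limit was not always enough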; also: strong numbers were not always called active
Target sequence (O14786 whole entry, looked up): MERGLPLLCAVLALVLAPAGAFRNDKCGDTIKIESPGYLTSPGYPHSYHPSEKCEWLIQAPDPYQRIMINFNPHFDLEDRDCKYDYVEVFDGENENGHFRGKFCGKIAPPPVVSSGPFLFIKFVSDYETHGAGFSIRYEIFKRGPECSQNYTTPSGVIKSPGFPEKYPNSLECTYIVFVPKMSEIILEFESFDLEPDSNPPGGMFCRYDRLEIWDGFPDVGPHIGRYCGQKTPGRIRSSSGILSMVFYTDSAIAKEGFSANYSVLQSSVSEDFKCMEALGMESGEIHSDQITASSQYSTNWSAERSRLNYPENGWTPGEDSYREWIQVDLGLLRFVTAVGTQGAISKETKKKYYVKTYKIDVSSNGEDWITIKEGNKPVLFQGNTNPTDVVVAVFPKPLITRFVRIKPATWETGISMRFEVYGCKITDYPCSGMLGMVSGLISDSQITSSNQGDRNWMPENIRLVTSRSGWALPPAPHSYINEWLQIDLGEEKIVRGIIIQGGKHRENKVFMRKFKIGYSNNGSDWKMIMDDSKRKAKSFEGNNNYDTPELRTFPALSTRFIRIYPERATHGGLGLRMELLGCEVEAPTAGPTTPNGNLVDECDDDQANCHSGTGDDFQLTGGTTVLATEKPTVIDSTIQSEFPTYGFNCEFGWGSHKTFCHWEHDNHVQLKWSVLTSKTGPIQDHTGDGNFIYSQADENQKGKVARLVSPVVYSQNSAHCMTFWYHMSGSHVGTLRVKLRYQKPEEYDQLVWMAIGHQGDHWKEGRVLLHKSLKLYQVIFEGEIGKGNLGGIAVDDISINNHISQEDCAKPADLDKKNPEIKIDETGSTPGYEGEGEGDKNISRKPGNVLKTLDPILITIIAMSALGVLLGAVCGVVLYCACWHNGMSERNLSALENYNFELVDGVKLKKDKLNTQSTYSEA
SKN-1 inh = blocks SKN-1 activity in C. elegans | actives 0.49% (n = 360,000) | C. elegans VP596 Pgst-4::GFP/RFP ratio, acrylamide-induced, 24 h | AID 624304 | inhibition, % at 21.8 µM;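 active = interference check ratio from 0.5 to 1.5 plus GFP to RFP signal ratio inhibition reaching or exceeding a fixed threshold, cut at about 30% in these data, passing the limit was not always enough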; also: some compounds called inactive have numbers as strong as hits
bovine MsrA act = activates bovine MsrA enzyme; purified bovine MsrA, absorbance read-out; activation, % at 10.6 µM; actives 0.3% (n = 360,000); AID 602163; in the data active = activation above about 7.5%;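 also: 0% = vehicle and 100% = reference activator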
* hit, by the source's call; . = no result given. Rows were taken by chance; overall some 4% were active at least once.

SMILES	MLLE-PAM2 inh	FAS-TE inh	Tb MetRS inh	eLon inh	MT1-MMP act inh	MsrA inh	CendR NRP1 mod	SKN-1 inh	bovine MsrA act
Cc1cc(Cl)c(OCCOCCN2CCCCC2)c(Br)c1	26	-12	-0.1	0	-6	-1.0	3	22	-4
CCN(C(=O)COC(=O)c1ccc(O)cc1O)c1c(N)n(Cc2ccccc2)c(=O)[nH]c1=O	8	-9	-0.4	-9	-3	-0.1	-16	-7	-3
Cc1cc(C(=O)Cn2cnc3cc([N+](=O)[O-])ccc3c2=O)c(C)n1CC1CCCO1 (stereo not drawn)	8	13	-0.1	-10	-1	3.1	4	-8	-5
COc1ccc(N(C)S(=O)(=O)c2ccc3c(c2)CC(C)N3C(=O)C2CC2)c(OC)c1 (stereo not drawn)	-5	11	-0.5	-12	4	-1.3	15	2	0
O=C(NC(=S)Nc1ccccc1C(=O)O)c1cncc(Br)c1	20	-3	-0.3	-2	-2	0.8	2	11	-1
CC1(C)Cc2cccc(OCC(=O)OCC(=O)NCc3ccc(F)cc3)c2O1	1	-7	-0.3	-3	0	-1.1	-9	10	-3
CCN(CC)c1ccc(C2CC(=O)NC3=C2C(=O)CC(C)(C)C3)cc1 (stereo not drawn)	6	-6	-0.9	-10	-3	1.4	4	-2	-4
CCN(CC)CCN1C(=O)c2ccccc2NC1c1ccc(N(C)C)cc1 (stereo not drawn)	9	-7	-0.9	-4	4	3.5	-16	1	-5
Cc1noc(C)c1NC(=O)N(C)C[C@H]1Oc2ccc(NC(=O)Cn3cnnn3)cc2C(=O)N([C@H](C)CO)C[C@@H]1C	-6	-7	-0.1	-1	-1	0.3	-5	-3	-2
O=C(C[C@H]1C[C@@H]2c3cc(NS(=O)(=O)c4ccccc4)ccc3O[C@@H]2[C@H](CO)O1)NC1CCCC1	3	-4	-0.4	-5	-1	-2.1	9	-2	-2
CCOC(=O)N/N=C(\CCC(=O)O)c1cccs1	6	0	0.2	3	-2	0.5	1	-4	-2
CCC(C(=O)O)N1C(=O)/C(=C/C(C)=C/c2ccccc2)SC1=S (stereo not drawn)	22	28	-0.5	3	-3	1.6	-52	0	-2
CCOC(=O)CNC(=S)N(Cc1ccccc1F)C1CCCCC1	-124	11	-1.4	-1	-14	-1.6	10	3	-7
Cc1nc(C)c(C(=O)O)c(-c2cccs2)c1C(=O)O	4	-7	-0.8	12	3	-1.3	7	-2	-11
COc1cc(/C=C2/C(=O)ON=C2C)cc(Cl)c1O	-163	-1	0.1	-4	-3	4.1	-56	-9	-4
O=C1CN(c2nnnn2-c2ccccc2)CCN1	9	-6	0.4	-6	0	0.0	10	3	1
N#CC(c1cccc(C(F)(F)F)c1)(c1ncc(C(F)(F)F)cc1Cl)N1CCOCC1 (stereo not drawn)	-3	20	-0.8	-6	-1	0.2	0	10	0
CCOC(=O)[C@]12CCC=C1N(Cc1ccccc1)C(=O)[C@H](CC(=O)NCC1CCCCC1)C2	.	0	-2.1	-7	4	0.6	-15	4	-10
Cc1cc(OC(C)C)nc(-c2ccccc2O)n1	4	18	-0.4	-3	1	1.3	-8	8	-1
COCCCNC(=O)c1cc2c(-c3ccc(Cl)cc3)nn(C)c2s1	3	12	-0.1	3	0	1.2	-8	3	-10
CC(=C/c1ccc(C(C)C)cc1)/C=N/NC(=O)CSc1ccccn1	-14	-36	-0.8	3	-3	1.9	19	6	-5
COc1cc(NC(=O)CN2C(=O)COc3ccc(S(=O)(=O)N4CCOCC4)cc32)cc(OC)c1	-8	4	0.2	-5	1	-0.8	3	-3	-3
C=C1C(=O)C23CCC4C(C)(C(=O)OC)CCCC4(C)C2CCC1(O)C3 (stereo not drawn)	15	-2	-0.6	7	-7	0.1	-10	-11	-6
Cc1ccnc(NC(=O)CCC(=O)N(CC(=O)NC(C)(C)C)C2CCCC2)c1	5	-4	-0.6	2	1	-0.6	0	5	-2
CCc1nc2ccc(C(=O)NCCCn3ccnc3)cn2c1N(C)CCCc1ccccc1	3	-18	-0.4	-5	-5	-0.7	1	-12	0
COc1cccc(NC(=O)Cn2cnc3sc(C)c(S(=O)(=O)N4CCCCC4)c3c2=O)c1	3	27	1.0	6	2	0.2	3	24	-3
CN(C)S(=O)(=O)c1ccc(N2CCCC2)c(C(=O)Nc2nc(-c3ccc(F)cc3)cs2)c1	-108	56*	-0.1	-3	-2	0.0	-13	9	0
CCCCOc1ccc(C(=O)N(Cc2ccccc2)C2CCS(=O)(=O)C2)cc1 (stereo not drawn)	12	12	0.0	-10	1	0.2	10	12	-4
Cc1ccc2c(c1)nnn2C1CCN(S(=O)(=O)c2ccc(C(=O)N(C)C)cc2)CC1	4	-7	-0.9	2	1	0.8	8	23	-2
Cc1ccc(C(C(=O)NC2CCCCC2)N(C(=O)Cc2c[nH]c3ccccc23)c2ccccc2)o1 (stereo not drawn)	-21	7	-0.3	1	0	-0.4	-10	6	1
Cc1ccc(-c2cc(C(=O)Nc3cccnc3)c3ccccc3n2)s1	-2	12	-0.1	-16	2	1.7	3	2	-2
CCOC(=O)N1CCN(C(=O)CSc2nc(CC)nc3c2c(=O)n(C)c(=O)n3C)CC1	-5	-2	0.3	5	2	0.7	-3	9	0
c1ccc2c(c1)[nH]c1c(N3CCOCC3)ncnc12	14	-4	-1.1	-2	8	1.4	-2	11	-6
O=C(NCc1ccco1)c1cc2cc3ccc(Cl)cc3nc2o1	-2	12	0.4	-14	-2	-0.2	-8	16	-3
CC1CC(C)CN(C(=O)COC(=O)CCC(=O)c2cccs2)C1 (stereo not drawn)	3	-4	-0.4	-3	1	0.5	-2	2	-9
FC(F)(F)c1ccccc1-n1c(CN2CCCCC2)n[nH]c1=S	-39	-3	-0.5	-8	-1	-1.1	14	-5	1
CC1=CC(=NNS(=O)(=O)c2ccc([N+](=O)[O-])cc2)CC(C)(C)C1	-9	28	-0.3	-8	8	-0.3	2	18	-2
CC(CN1CCCCC1)OC(=O)c1ccc(Cl)cc1 (stereo not drawn)	-5	-8	0.3	-1	-3	0.0	1	-2	1
O=C(NC(NC(=S)Nc1ccc(Cl)cc1Cl)C(Cl)(Cl)Cl)c1cccc([N+](=O)[O-])c1 (stereo not drawn)	24	13	-0.1	-5	-4	0.6	4	-1	2
CN1CCN(c2nc3c(c(=O)n(C)c(=O)n3C)n2CC(=O)C23CC4CC(CC(C4)C2)C3)CC1	1	3	0.1	0	1	.	-7	-9	-1
COc1cc(C(=O)NCc2nnc(SCC(=O)c3ccccc3)o2)cc(OC)c1OC	-37	2	-0.7	-3	-4	0.0	2	5	-6
COc1ccc(NS(=O)(=O)c2cc(NC(=O)c3ccccc3F)ccc2N2CCCC2)cc1	1	32	-0.5	1	-4	-0.9	-5	0	-2
CCOCCCNC(=O)c1ccc(Br)cc1	6	-11	-0.4	1	5	-0.2	4	-20	-3
O=C(CN1CCN(c2cccc(Cl)c2)CC1)Nc1ccc(S(=O)(=O)N2CCOCC2)cc1	-16	20	0.0	-9	-3	2.9	3	13	-3
O=C(c1cc([N+](=O)[O-])ccc1N1CCN(S(=O)(=O)c2ccc(Cl)c(Cl)c2)CC1)N1CCOCC1	-13	22	-0.8	-1	0	0.8	2	-5	-5
O=C1N[C@@H](Cc2c[nH]c3ccccc23)COC(=O)[C@H](Cc2ccc(F)cc2)C/C=C\C[C@H]1CC(=O)N(CCO)Cc1ccccc1	7	14	-0.1	1	1	1.7	-2	7	-1
Cc1ccc(N(C(=O)CCC(=O)Nc2cc(C)on2)C(C(=O)NC2CCCC2)c2ccccc2)cc1 (stereo not drawn)	3	-1	-1.1	11	0	-1.3	-9	-2	-10
Cc1cccc(C(=O)NC(C(=O)Nc2ccc(S(=O)(=O)Nc3nccs3)cc2)C(C)C)c1 (stereo not drawn)	-7	-4	-0.2	1	1	-1.0	-15	-8	-2
CCOC(=O)C1CCN(c2ncnc3c2oc2ccccc23)CC1	21	10	0.3	-4	4	-0.5	2	9	-4
CCOC(=O)c1cc2cc3ccccc3cc2oc1=O	-3	-6	-0.4	2	-3	1.6	-5	12	-2
CNc1nc(NCCOC23CC4CC(CC(C4)C2)C3)nc(OCC(F)(F)F)n1	2	13	-0.4	2	-6	0.3	-3	1	0
COc1ccccc1C(C)NC(=O)Cc1ccsc1 (stereo not drawn)	4	-5	-0.3	8	-2	-1.0	0	-11	-4
c1ccc(C2COC(c3cccs3)=N2)cc1 (stereo not drawn)	0	-2	-0.5	2	-4	0.1	-18	13	-9
CCN(C(=O)CSc1nnc(-c2ccccc2F)n1N)c1c(N)n(Cc2ccccc2)c(=O)[nH]c1=O	-7	-3	-0.1	-7	1	0.6	-29	17	-3
CC1CCCC(NC(=O)COC(=O)[C@@H](NC(=O)c2ccccc2Cl)C(C)C)C1C (stereo partly drawn)	3	-2	0.4	-3	-2	0.7	8	-1	-7
COc1ccc(CCCNC(=O)C2(C)Cc3c(-c4ccc(C(N)=O)cc4)ccnc3O2)cc1 (stereo not drawn)	14	-2	-0.3	-6	12	1.6	-7	-17	-6
Cn1nnc2cc(C(=O)N3CCCCCC3)ccc21	-5	-6	-0.8	-15	2	0.3	-20	-1	-1
COc1ccccc1-c1nnc(SC2CCc3ccccc3NC2=O)s1 (stereo not drawn)	-33	18	-0.1	2	-3	-0.4	-1	13	-2
COc1ccc(S(=O)(=O)N(c2onc(C)c2Cl)S(=O)(=O)c2ccc(OC)c(OC)c2)cc1OC	-3	-6	-0.4	5	1	0.6	-5	-5	-2
O=C(Nc1ccccc1)Nc1nnc(-c2ccccc2)s1	-1	2	1.1	3	4	1.1	-4	15	-4

By substructure, the compounds so far containing a furan ring, fused or not (3)
SMILES	MLLE-PAM2 inh	FAS-TE inh	Tb MetRS inh	eLon inh	MT1-MMP act inh	MsrA inh	CendR NRP1 mod	SKN-1 inh	bovine MsrA act
Cc1ccc(C(C(=O)NC2CCCCC2)N(C(=O)Cc2c[nH]c3ccccc23)c2ccccc2)o1 (stereo not drawn)	-21	7	-0.3	1	0	-0.4	-10	6	1
O=C(NCc1ccco1)c1cc2cc3ccc(Cl)cc3nc2o1	-2	12	0.4	-14	-2	-0.2	-8	16	-3
CCOC(=O)C1CCN(c2ncnc3c2oc2ccccc23)CC1	21	10	0.3	-4	4	-0.5	2	9	-4

Next part
SMILES	MLLE-PAM2 inh	FAS-TE inh	Tb MetRS inh	eLon inh	MT1-MMP act inh	MsrA inh	CendR NRP1 mod	SKN-1 inh	bovine MsrA act
Cc1ccc(S(=O)(=O)N2CC(=O)Nc3ccccc32)c(C)c1NS(C)(=O)=O	11	-3	-0.9	-17	2	-0.2	-4	9	-1
CC(=O)c1ccc(NC(=O)Cc2cccs2)cc1	-1	-4	-0.8	-2	-2	0.9	-14	-2	-4
Cc1ccc(N(CC(=O)NC2CC2)S(=O)(=O)c2ccccc2)c(C)c1	-11	-3	-0.2	-2	-2	1.0	12	-13	-2
COc1ccc2oc(C(=O)OC(C)C(=O)N(C)c3ccccc3)c(C)c2c1 (stereo not drawn)	5	13	-0.6	-17	3	-0.3	-4	5	-6
CCOc1ccc(NC(=O)c2c(NC(=O)CN3CCCC3)sc3c2CCC3)cc1	7	21	-0.4	-10	0	-0.6	9	9	-1
CN(C1CCCCC1)C(CNS(=O)(=O)c1ccc(Cl)cc1)c1ccccc1 (stereo not drawn)	-4	4	0.0	-2	-4	0.3	15	24	-1

From PubChem BioAssay
